From PubChem BioAssay
TAG inh: reduces triacylglycerol accumulation in H9c2 cells; Nile Red lipid (TAG) fluorescence; cells loaded with 200 µM oleic acid; inhibition, % at 12.5 µM; AID 651582; 0.66% of 230,000 active;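 active = pattern-corrected inhibition of lipid staining of at least 50% with the nuclear-stain viability signal not falling by more than 50%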;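 also: 0% = DMSO wells and 100% = triacsin C control wells; some results filed as inactive read as strong as hits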
TAG inh DAPI viability: recorded beside TAG inh, whose call it bears; DAPI nuclei signal change (viability), lower = more cytotoxic, %;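 whole-well DAPI fluorescence read on a plate reader as a viability signal; minus 50 percent equals half of cells still viable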
The depositor's hits bear a star; i = inactive. An excerpt; count on the stated rates, not on these rows.

smiles | TAG inh DAPI viability | TAG inh
C/C(CC(C)C)=N\Nc1ccc(S(N)(=O)=O)cc1[N+](=O)[O-] | 7 | -4
CC(=O)CSc1nnc(-c2ccncc2)n1C | 2 | -23
Cc1ccc(S(=O)(=O)Nc2cccc(/C=C/C(=O)O)c2)cc1 | 0 | -11
CC(C)(C)NC(=O)CCCCCCCC(=O)NC(C)(C)C | -3 | 8
Cc1ccnc(NC(=O)C2CCN(S(=O)(=O)c3cccc4nsnc34)CC2)c1 | -6 | -18
CCCCCCCCOc1ccc(C2OC34CCCCC3C(C#N)(C#N)C2(C#N)C(=N)O4)cc1 (stereo not given) | -9 | 23
Cc1cc2oc(=O)cc(-c3ccccc3)c2c(C)c1-c1ccc(N(C)C)cc1 | 10 | -16
O=C(O)C1CC=CCC1C(=O)Nc1cccc([N+](=O)[O-])c1 (stereo not given) | -12 | -4
CS(=O)(=O)N1CCN(C(=O)CCc2ccccc2)CC1 | -3 | -3
CCC(C)n1c(SCC(=O)NC2CC2)nc2ccccc2c1=O (stereo not given) | -5 | 0
CCOC(=O)c1cc2c(nc1NC(=S)NCc1ccccc1)CCCC2 | 3 | -11
Cc1ccccc1NC(=O)CN1CCN(c2ccc(F)cc2)CC1 | 13 | -26
O=Nc1nc2ncccn2c1-c1ccccc1 | -2 | -9
Cc1cccn2c(=O)c3cc(C(=O)NCc4ccccc4)c(=N)n(CCCN4CCOCC4)c3nc12 | 93 | 28
CN1CCCN(C(=O)CC2(CC(=O)O)CCCCC2)CC1 | 9 | -8
CCOC(=O)c1c(=O)n(O)c2ccc(OC)cc2[n+]1[O-] | -5 | 14
CCOCCCNCc1cc(Cl)ccc1OCC | 11 | -3
Cc1ccc(NS(=O)(=O)c2ccc(-c3coc(C)n3)cc2)c(Cl)c1 | 1 | -6
COc1ccc(C(CCN2CCCC(C)C2)c2c(OC)cc(OC)c3c(C)cc(=O)oc23)cc1 (stereo not given) | 9 | -17
CCOc1ccc(-c2cc(C)n3nc(C(N)=O)cc3n2)cc1 | 10 | -13
Cc1ccc2c(c1)c1c(n2CC(O)CNC(CO)(CO)CO)CCCC1 (stereo not given) | 2 | 15
C#CCN(C[C@H]1[C@H](OC(=O)NCc2ccccc2)[C@H](OC(=O)NCc2ccccc2)C[C@@H](C(=O)OC)[C@H]1C(=O)OC)S(=O)(=O)c1ccc(C)cc1 | -15 | 49
Cc1nn(Cc2cccc(C(N)=O)c2)c(C)c1Br | 2 | -4
O=C(Nc1ccc(S(=O)(=O)N2CCCCCC2)cc1)c1c(F)cccc1F | -18 | -3

Of the compounds above, 2 contain fluorine:
smiles | TAG inh DAPI viability | TAG inh
Cc1ccccc1NC(=O)CN1CCN(c2ccc(F)cc2)CC1 | 13 | -26
O=C(Nc1ccc(S(=O)(=O)N2CCCCCC2)cc1)c1c(F)cccc1F | -18 | -3

(listing goes on)
smiles | TAG inh DAPI viability | TAG inh
C(=C\c1ccccc1)/CSc1nc2ncccc2[nH]1 | 2 | -25
FC(F)(F)C1=CC(c2ccc(Br)cc2)=NCCN1 | -6 | 8
COc1ccc(C(=O)OCc2cc(C)ccc2C)cc1S(=O)(=O)N1CCCC1 | -4 | -42
COc1cc(C(=S)N2CCCC2)cc(OC)c1OC | -2 | 19
COc1ccc(CCC(=O)OCC(=O)Nc2ccc3[nH]c(=O)[nH]c3c2)cc1 | 2 | -22
COc1ccc(NC(=O)C2CC(=O)NC(Nc3cccc(C)c3)=N2)cc1 (stereo not given) | 1 | -14
C/C(=C(/CCO)SSCC1CCCO1)N(C=O)Cc1cnc(C)nc1N (stereo not given) | 0 | -4
CC(=O)c1cc(C#N)c(SCc2ccncc2)nc1C | -3 | 0
N=C(N)SCc1ncccc1O | -7 | 10
CCN(C(=O)COC(=O)c1oc2ccccc2c1C)c1c(N)n(Cc2ccccc2)c(=O)[nH]c1=O | 7 | 1
COc1ccccc1OCC(=O)Nc1ccc(S(=O)(=O)N2CCN(C)CC2)cc1 | -11 | 9
COP(=O)(OC)C(Nc1ccc(C)cc1)c1ccc(Br)cc1 (stereo not given) | -3 | -5
CCCn1c(SCC(=O)N2c3ccccc3CCc3ccccc32)nc2c1c(=O)n(C)c(=O)n2C | 8 | -22
O=C(/C=C/Nc1ccc(F)c(Cl)c1)c1ccco1 | 0 | 6
CCOc1nc(OCC)c2[nH]c(C(=O)O)c(Br)c2n1 | 3 | -4
COc1ccc(OCCCC(=O)Nc2nccs2)cc1 | i | 4
CCOc1ccc(NC(=O)COC(=O)C2(C)CC2(Cl)Cl)c([N+](=O)[O-])c1 (stereo not given) | 1 | -14
Cc1ccc(S(=O)(=O)N2CCOCC2)cc1C(=O)OC(C)C(=O)c1ccccc1 (stereo not given) | -1 | -2
COc1ccccc1Nc1nc(N)nc(CN2CCC(C)CC2)n1 | 18 | -25
COc1cc([N+](=O)[O-])cc2sc(NC(=O)C3CC3)nc12 | 1 | 4
Cc1ccc(C(=O)NCCNC(=O)c2ccccc2)cc1 | -3 | 22
Cc1cccc(Nc2nc(NCc3ccco3)nc(N)c2[N+](=O)[O-])c1 | 4 | -5
CCOC(=O)c1c(NC(=O)CN2CCN(S(=O)(=O)c3cc(Cl)ccc3Cl)CC2)sc(C(=O)N(C)C)c1C | -15 | 21
C[C@H](CO)N1C[C@H](C)[C@@H](CN(C)C(=O)NC2CCCCC2)Oc2c(cccc2N(C)C)C1=O | -5 | -8

Pulled by structure from above, 5 records:
smiles | TAG inh DAPI viability | TAG inh
O=C(/C=C/Nc1ccc(F)c(Cl)c1)c1ccco1 | 0 | 6
CCCn1c(SCC(=O)N2c3ccccc3CCc3ccccc32)nc2c1c(=O)n(C)c(=O)n2C | 8 | -22
CCOC(=O)c1c(NC(=O)CN2CCN(S(=O)(=O)c3cc(Cl)ccc3Cl)CC2)sc(C(=O)N(C)C)c1C | -15 | 21
COc1cc([N+](=O)[O-])cc2sc(NC(=O)C3CC3)nc12 | 1 | 4
CCOc1ccc(NC(=O)COC(=O)C2(C)CC2(Cl)Cl)c([N+](=O)[O-])c1 (stereo not given) | 1 | -14

Later entries:
smiles | TAG inh DAPI viability | TAG inh
COc1ccc(CN2CCN(Cc3c[nH]c4ccccc34)CC2)cc1OC | 11 | -1
CCCCCC1CC(CC(=O)NC(=S)Nc2ccccc2Cl)C(=O)O1 (stereo not given) | 11 | -15
CC1(CCl)N([O-])C2=C(CCCC2)[N+]1=O (stereo not given) | 0 | -1
COc1ccc(NC(=O)N2CCC(c3nc4ccccc4[nH]3)CC2)cc1 | -6 | 1
CCCS(=O)(=O)c1cn2cccc(N)c2c1S(=O)(=O)CCC | 2 | -6
NC(=O)CSc1nc2ccc([N+](=O)[O-])cc2[nH]1 | -6 | 9
CCN(CC)CCCNC(=O)c1cc2nc3c(c(C(F)(F)F)n2n1)CCc1ccccc1-3 | 25 | 8
CC(C)(C)SCCNC(=O)CN(c1ccccc1)S(=O)(=O)c1ccc(F)cc1 | -11 | 6
CC(=O)Nc1ccc(NC(=O)CCSCCc2ccccn2)cc1 | 1 | -3
CN(C)CCNc1c2c(nc3nnnn13)CCCC2 | -2 | 14
COCCNC(=O)C1(C)Cc2c(-c3ccc4c(c3)OCO4)ccnc2O1 (stereo not given) | 4 | 5
CCc1noc(C)c1C(=O)Nc1cc(C(F)(F)F)ccc1-n1cncn1 | -4 | 2
Cc1ccc(C(=O)Nc2ccc(Nc3ccccc3)cc2)c(Cl)c1 | -1 | -40
CC(OC(=O)CCN1C(=O)C2CC=CCC2C1=O)C(=O)c1ccc(F)cc1 (stereo not given) | 2 | -5
CCOc1ccc(NC(=O)c2ccccc2CO)cc1 | 8 | -9
O=C1C(=O)N2C(=C1C(=O)N1CCCCCC1)c1ccccc1CC21CCCC1 | 1 | -8
N#Cc1ncccc1CCc1cccc(Cl)c1 | -1 | -12
Cc1[nH][nH]c(=O)c1C(c1ccc(-c2cccc(Cl)c2)o1)c1c(C)[nH][nH]c1=O | -2 | 5
COc1cc2c(cc1OC)C1(CCCC1)CNC2c1ccc([N+](=O)[O-])cc1 (stereo not given) | -3 | 2
COc1ccc2c(c1OC)C(=O)N(c1ncn[nH]1)C2 | 0 | 2
S=C(NCCCc1cnc[nH]1)NCCCN(Cc1ccc(Cl)c(Cl)c1)c1ccc(Br)cn1 | 4 | 17
O=C(Nc1ccc(Cl)c(Cl)c1)Nn1cnnc1 | 1 | 2
COc1cccc(-c2nc(CS(=O)(=O)CC(=O)Nc3cc(C)ccc3C)c(C)o2)c1 | -3 | 11
Cc1ncsc1CCOC(=O)c1ccc(Cl)cc1 | 2 | -8
CCC(=O)N1CCCC(C)(C(=O)Nc2nccc3cccnc23)C1 (stereo not given) | -7 | 17
CC(C)OC(=O)C(C)Oc1ccc(C(=O)NCCc2ccccc2)cc1 (stereo not given) | -5 | 18
COc1ccc(C(=O)Nc2ccccc2C(=O)N/N=C/c2ccc(O)c(OC)c2)cc1 | 13 | -8
CC(=O)Oc1ccc(Cn2c(C)c(C(=O)NCCC#N)sc2=O)cc1 | 1 | 7
Cc1cccc(NC2=C(Cl)C(=O)OC2OC(C)C)c1 (stereo not given) | -7 | -5
CCn1cc(C(=O)NC2CC(C)(C)Cc3c2cnn3-c2cccc(F)c2)cn1 (stereo not given) | 2 | 12
CN(C(=O)CSc1ncnc2sccc12)c1c(N)n(Cc2ccccc2)c(=O)[nH]c1=O | 5 | 3
C=CCC1NS(=O)(=O)O[C@H](CCCC)[C@@H]1O (stereo not given in full) | 3 | 0
CCOC(=O)c1ccc(N2C(=O)CC(Nc3ccc(O)cc3)C2=O)cc1 (stereo not given) | 0 | 12
CCOc1ccc(/C=N/NC(=O)C(C)Sc2ccccn2)cc1OCC (stereo not given) | -6 | 12
COc1ccc(Cn2nnnc2C(c2cc(OC)ccc2OC)N2CCC(C(N)=O)CC2)cc1 (stereo not given) | -7 | -20
CCOC(=O)c1cnc(SCC(=O)Nc2ccc(NC(C)=O)c(OC)c2)nc1N | -8 | 18
CS(=O)(=O)c1ccc(C(=O)NNC(=O)c2ccccc2-n2cccc2)cc1 | -9 | 4
CC1(C)CC(=O)C=C(C(=O)N2CCCC(C(=O)c3cccc(Cl)c3)C2)O1 (stereo not given) | -5 | 12
CC(C)[n+]1ccn(C2=C([O-])c3ccccc3C(=O)/C2=N\S(=O)(=O)c2ccccc2)c1 | -1 | 27
O=C(c1ccccc1F)N1CCCc2ccccc21 | -5 | 8
S=C(NCCN1CCCCC1)Nc1ccc(Br)cc1 | -7 | 16
CN1CCN(c2nc3c(c(=O)[nH]c(=O)n3C)n2CCSc2nc3ccccc3s2)CC1 | 7 | -1
COCCNC(=O)C(C)N(c1ccc(Oc2ccccc2)cc1)S(C)(=O)=O (stereo not given) | -2 | 0
N#CC(c1ccc(Cl)cc1)c1ccc(Cl)nn1 (stereo not given) | -3 | 5
CC1=C(C(=O)N(C)C)CC(CC(=O)NCCCN(C)C)C(=O)N1Cc1ccccc1 (stereo not given) | -7 | -3
CCOC(=O)C1=C(C)N(C)C(C)=C(C(=O)OCC)C1c1cccnc1 | -17 | 28
CC(=O)Nc1ccc(S(=O)(=O)N2CCn3cccc3C2C)cc1 (stereo not given) | -1 | -2
COc1cc(/C=C/C(=O)Nc2ccc(S(=O)(=O)Nc3ncccn3)cc2)ccc1OCC#N | -4 | 3
COCc1nnc(SCC(=O)Nc2cccc(Cl)c2C)n1-c1ccccc1 | -1 | -15
Cc1cccc(C)c1NC(=O)c1cc2c(=O)c3ccccc3oc2nc1C(F)(F)F | -9 | 27
O=C(NCCc1ccccc1)C(=O)NCC1OCCN1S(=O)(=O)c1ccc2c(c1)OCCO2 (stereo not given) | -1 | 10
COc1ccc(S(=O)(=O)NCC2(N3CCOCC3)CCCCC2)cc1OC | 6 | -7
COc1ccc(CNCCC2(Cc3ccccc3)CC(C)N(C)CC2C)cc1OC (stereo not given) | 17 | 19
COC(=O)C1=C(C)N(Cc2ccccc2)C(=S)N[C@H]1c1cccc(C(F)(F)F)c1 | -4 | 36
C=CCn1nc(-c2ccccc2)c2c(C)onc2c1=O | -12 | 7
COc1ccccc1OCCSc1nnnn1-c1ccc(C)cc1 | -1 | -13
COCCCNC(=O)c1ccccc1N(Cc1ccccc1)S(=O)(=O)c1ccc(OC)cc1 | -8 | -1
Cc1ccc(P(=O)(CC(=O)O)c2ccc(C)cc2)cc1 | -18 | 8
COC(=O)[C@@]1(Cc2ccc(OC)cc2)[C@H]2c3cc(C(=O)N(C)C)n(Cc4c(CO)[nH]cc(C)c4=O)c3C[C@H]2CN1C(=O)c1ccccc1 | 0 | 1
CCCCn1c(O)c(N=Nc2ccccc2O)c2ccccc21 | 8 | -6

(more compounds)
smiles | TAG inh DAPI viability | TAG inh
CCCN(C(=O)c1cn(-c2ccccc2)nc1-c1ccc(OC)cc1)C1CCS(=O)(=O)C1 (stereo not given) | 0 | 0
O=C(c1cccc(S(=O)(=O)Nc2ccc(F)cc2)c1)N1CCOCC1 | 4 | -4
CCn1c(SCC(N)=O)nc2sc3c(c2c1=O)CCCC3 | 4 | 1
CCOc1ccc(S(=O)(=O)Nc2ccc(C(=O)NCC(c3ccc(OC)cc3)N3CCOCC3)cc2)cc1 (stereo not given) | 1 | -20
O=C(Nc1ccc(C2=CN(Cc3ccccc3)CCC2=O)cc1)OCc1ccccc1 | -3 | 9
COc1ccc(NC(=O)NCc2ccccn2)cc1 | 9 | -8
CC(C)CN(C(=O)Cn1c(Cl)nc2c1c(=O)n(C)c(=O)n2C)C1CCS(=O)(=O)C1 (stereo not given) | 1 | -11
